Source: PubChem BioAssay
Mtb RmlCD inh – blocks M. tuberculosis RmlC and RmlD coupled enzymes. P9WH09+P9WH11. RmlC+RmlD coupled enzyme assay, percent inhibition; primary screen in compound mixtures. inhibition, % at 3.6 µM. hit rate 0.03% among 160,000; in the data active = inhibition mostly above about 34%, no sharp cut-off; also: some results filed as inactive read as strong as hits
Target sequence (P9WH09 whole entry, looked up): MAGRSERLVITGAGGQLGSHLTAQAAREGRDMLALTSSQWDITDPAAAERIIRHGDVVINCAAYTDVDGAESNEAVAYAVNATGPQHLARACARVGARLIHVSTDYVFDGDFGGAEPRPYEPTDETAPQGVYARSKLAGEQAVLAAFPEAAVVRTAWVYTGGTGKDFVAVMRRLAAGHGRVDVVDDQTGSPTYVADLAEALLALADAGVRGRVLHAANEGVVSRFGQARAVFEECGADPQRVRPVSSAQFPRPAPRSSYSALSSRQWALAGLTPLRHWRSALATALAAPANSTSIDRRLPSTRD
Target sequence (P9WH11 whole entry, looked up): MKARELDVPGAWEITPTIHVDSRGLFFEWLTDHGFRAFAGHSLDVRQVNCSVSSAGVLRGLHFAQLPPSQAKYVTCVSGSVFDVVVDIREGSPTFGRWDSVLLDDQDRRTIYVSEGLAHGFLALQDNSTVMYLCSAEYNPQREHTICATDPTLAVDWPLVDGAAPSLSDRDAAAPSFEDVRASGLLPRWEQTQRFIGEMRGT
M. tuberculosis GlmU – inhibition of mycobacterial GlmU enzyme – biochemical, glucosamine-1-phosphate acetyltransferase (AID 1376); M. tuberculosis GlmU acetyltransferase enzyme assay; higher % means a stronger effect; inhibition, %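 (tested at 30 µM in the primary screen)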, or IC50 in µM where a hit was titrated; hit rate 0.25% among 220,000; in the data active = inhibition above about 13%;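 also: 0% = complete reaction with vehicle and 100% = reaction without substrate; strong numbers were not always called active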
An asterisk follows results filed as active; nt = not tested or not shown. An excerpt (hit frequency here may not be typical).

SMILES | Mtb RmlCD inh | M. tuberculosis GlmU
O=[N+]([O-])c1cc(S(=O)(=O)/N=C(/c2ccccc2)N2CCOCC2)ccc1Cl | 8 | -2.5%
O=C(NNS(=O)(=O)c1ccccc1)c1cc2cc3ccccc3nc2s1 | 6 | 5.0%
Cc1ccc(C)n1-n1cnc2sc(-c3ccccc3)cc2c1=O | -8 | 12%
CCc1ccc2[nH]c(=O)c(CN(Cc3ccccc3OC)C(=O)Nc3ccccc3OC)cc2c1 | 11 | -4.5%
O=CC(Cl)P(=O)(N1CCCCC1)N1CCCCC1 (centres undefined) | nt | 2.5%
O=C(O)CN1C(=O)/C(=C/c2ccsc2)SC1=S | nt | 1.5%
CC1(C)CC(=O)C(C2=NC3(CCCCC3)Cc3ccccc32)=C(O)C1 | -4 | -0.7%
CCOC(=O)c1cc2nc(-c3ccco3)cc(C(F)(F)F)n2n1 | nt | 4.0%
COC(=O)C1CCN(C(=O)CSc2nc3ccc(OC)cc3[nH]2)CC1 | -6 | -3.4%
CSCCC1(C(=O)O)NC(c2ccccc2O)C2C(=O)N(C(C)C)C(=O)C21 (centres undefined) | -1 | 4.5%
COc1cccc(CN(CC2CCCO2)C(=O)c2cc3ccccc3oc2=O)c1 (centres undefined) | 0 | -3.8%
COc1ccc(C(=O)NC2CCN(C(=S)Nc3ccc(C)cc3)CC2)cc1 | nt | 11%
Cc1ccc(N2C(=O)C3C(C2=O)C2C=CC3C23CC3)c([N+](=O)[O-])c1 (centres undefined) | -9 | 2.4%
COc1ccccc1-n1c(-c2ccoc2)nc2ccccc2c1=O | 15 | 1.3%
O=S(=O)(c1ccccc1Cl)N1CCCC(c2nc(-c3cccnc3)no2)C1 (centres undefined) | nt | 1.0%
CCC(C)C(=O)NCCc1ccc(S(N)(=O)=O)cc1 (centres undefined) | nt | 6.2%
CCCOP(=O)(c1ccc(N(C)C)cc1)C(O)c1ccncc1 (centres undefined) | 103 | 6.5%
Cc1ccc(Nc2nnc(-c3ccc(N4CCOCC4)c([N+](=O)[O-])c3)c3ccccc23)cc1 | 2 | 4.2%
Cc1nc2sc(C(N)=O)c(N)c2c(C)c1CC(=O)c1ccccc1 | -15 | nt
Cc1nn(Cc2ccccc2)c2sc(C(=O)NCc3cccnc3)cc12 | 34 | 8.5%
CCOC(=O)C1(CC2CCCCO2)CCN(Cc2cn[nH]c2-c2cccc(F)c2)CC1 (centres undefined) | -1 | -7.1%
O=C(Nc1cc(S(=O)(=O)N2CCOCC2)ccc1N1CCCC1)c1cccnc1Cl | 25 | -0.7%
O=C1CC(NNC(=O)c2ccccc2)C(=O)N1 (centres undefined) | -1 | -5.2%
Cc1onc(-c2c(Cl)cccc2Cl)c1C(=O)NCc1ccccn1 | -5 | 1.9%
Cc1cccc(C)c1NC(=O)CSc1nnc(-c2ccco2)c(-c2ccco2)n1 | nt | 2.8%
CCCCOC(=O)Nc1ccc2c(C)cc(=O)oc2c1 | nt | 0.1%
CCOc1cc(-c2c(C#N)c(=O)[nH]c3c2c(C)nn3-c2ccc(F)cc2)ccc1O | 8 | -2.7%
COCc1nnc(NC(=O)c2cccc(NC(=O)C(C)C)c2)s1 | -1 | -7.6%
CC1=C(C(=O)OCC2CCCO2)C(c2ccc(C)cc2)C2=C(CC(C)(C)CC2=O)N1 (centres undefined) | nt | 2.5%
COc1ccccc1NS(=O)(=O)c1cccc(NC(=O)Cc2cccs2)c1 | 4 | 0.1%
Cc1cccc(NC(=O)c2cc3n(n2)C(C(F)(F)F)CC(c2ccc4c(c2)OCO4)N3)c1 (centres undefined) | nt | 6.8%
CCC(=O)c1ccc(N2CCCC2)c(F)c1 | nt | 1.1%
O=C(CNCc1cccs1)Nc1ccc(N2CCCCCC2)cc1 | 0 | -5.2%
COCCn1c(C)cc(C(=O)CSc2nc3ccccc3c(=O)[nH]2)c1C | 4 | 9.3%
COc1ccccc1C(c1nnnn1Cc1ccco1)N1CCN(c2cccc(C)c2C)CC1 (centres undefined) | nt | 1.3%
CC(C)NS(=O)(=O)c1ccc(NC(=O)C(C)Oc2ccc(C(=O)c3ccccc3)cc2)cc1 (centres undefined) | 7 | -0.7%
COc1ccc(-c2cc(-c3ccccc3)nc(N3CCCC3)n2)cc1OC | 7 | 4.0%
O=C(Nc1ccc(N2CCCC2)c(Cl)c1)c1ccc2c(c1)OCCO2 | nt | -3.4%
Cc1cc(=O)n2nc(N3CCCC(C(=O)N4CCc5ccccc54)C3)sc2n1 (centres undefined) | 5 | -3.4%
Cc1ccc2c(c1)C1CN(C)CCC1N2C(=O)c1ccccc1NS(=O)(=O)c1cccc(C(F)(F)F)c1 (centres undefined) | 2 | -7.2%
Cc1cc(NS(=O)(=O)c2ccc(NC(=O)c3cccc(OC(F)F)c3)cc2)nc(C)n1 | -7 | -4.8%
COc1cc2cc(C(c3nnnn3C3CCCC3)N3CCCCCC3)c(=O)[nH]c2cc1OC (centres undefined) | nt | 2.8%
CSC1=NCCN1C(=O)c1c(F)cccc1F | 7 | -2.5%
O=C(CSc1nnnn1-c1ccccc1)NC(=O)NCc1ccco1 | 15 | 1.4%
COc1cccc(/C=N/NC(=O)C(=O)N2CCCC2)c1O | nt | 5.7%
COc1ccccc1C1C(C#N)=C(N)Oc2cc(C)n(CCCn3ccnc3)c(=O)c21 (centres undefined) | 5 | -5.2%
CCOC(=O)Cc1[nH]nc2c1C(c1ccoc1)C(C#N)=C(N)O2 (centres undefined) | nt | 0.4%
CNC(=O)n1cc(C)c(-c2cccs2)n1 | 1 | 5.7%
COc1ccc(NC(=O)c2cccs2)cc1NC(=O)c1ccco1 | 0 | -1.1%
CSc1ccccc1NC(=S)N/N=C/c1cccn1Cc1ccc(F)cc1 | 0 | -2.0%

5 entries picked at random from the list so far:
SMILES | Mtb RmlCD inh | M. tuberculosis GlmU
Cc1ccc2c(c1)C1CN(C)CCC1N2C(=O)c1ccccc1NS(=O)(=O)c1cccc(C(F)(F)F)c1 (centres undefined) | 2 | -7.2%
CC1=C(C(=O)OCC2CCCO2)C(c2ccc(C)cc2)C2=C(CC(C)(C)CC2=O)N1 (centres undefined) | nt | 2.5%
COc1ccccc1C(c1nnnn1Cc1ccco1)N1CCN(c2cccc(C)c2C)CC1 (centres undefined) | nt | 1.3%
COc1ccccc1NS(=O)(=O)c1cccc(NC(=O)Cc2cccs2)c1 | 4 | 0.1%
Cc1cc(=O)n2nc(N3CCCC(C(=O)N4CCc5ccccc54)C3)sc2n1 (centres undefined) | 5 | -3.4%

(cont.)
Structure	Mtb RmlCD inh	M. tuberculosis GlmU
O=C(COC(=O)c1cc(=O)[nH]c2ccccc12)Nc1nc(-c2ccccc2)cs1	-10	2.2%
Cn1c(=O)c2cc(S(=O)(=O)Nc3cc(C(=O)O)cc(C(=O)O)c3)ccc2n(C)c1=O	6	-0.8%
COC(=O)CNC(=O)C1(C)C=CCN1C(=O)c1ccccc1 (centres undefined)	nt	2.1%
O=C(COC(=O)/C=C/c1ccc(S(=O)(=O)N2CCOCC2)cc1)NCc1ccc2c(c1)OCO2	6	2.9%
Cc1ccc(-n2c3nc(=O)n(C)c(=O)c-3cc3ccccc32)cc1	nt	7.0%
CCOC(=O)C1CCN(S(=O)(=O)c2cc(Cl)c(C)cc2OC)CC1	7	-7.3%
CC(=O)Oc1cccc(N2C(=O)c3ccc(C(=O)O)cc3C2=O)c1	5	0.8%
COc1ccc(Cn2c(=O)c3cccnc3n(Cc3ccc([N+](=O)[O-])cc3)c2=O)cc1	9	-13%
Cc1onc(-c2ccccc2)c1C(=O)NNC(=S)NC(=O)c1ccc(F)cc1	10	-7.3%
Clc1cccc(OCCCN2CCCC2)c1Cl	-11	9.4%
CC12CCC(C(=O)NCc3ccccc3Cl)(CC1=O)C2(C)C (centres undefined)	-6	2.2%
CCOC(=O)CSc1nc(=O)n2cc(C)ccc2n1	nt	-3.8%
COc1ccc(N2CCN(C(=O)c3ccccc3)CC2)c([N+](=O)[O-])c1	nt	-1.6%
CCOc1ccc(C2C(C(C)=O)=C(O)C(=O)N2CCc2c[nH]c3ccccc23)cc1 (centres undefined)	3	4.3%
N/C(Cc1nc(-c2ccc(Cl)cc2)cs1)=N/O	5	5.2%
COC(=O)CNC(=O)C(C)NC(=O)OCc1ccccc1 (centres undefined)	nt	4.2%
CCOC(=O)N/N=C(\C)c1ccc(-n2cnnn2)cc1	11	1.6%
COc1ccc(/C=N/NC(=O)c2csc(-n3nc(C)cc3C(F)(F)F)n2)cc1	-6	-1.6%
Cc1ccc(NC(=O)c2csnn2)c(C)c1	nt	-1.9%
CN(C)CCNC(=O)COc1ccc(Cl)cc1Cl	nt	2.1%
COc1ccc(NC2=C3CCCC=C3N(c3ccc(OC)cc3)C2=O)cc1	-9	-7.4%
CC(=O)Nc1nc(-c2ccccc2)c(-c2ccccc2)o1	-8	2.3%
COc1cccc(N2CCN(CC(=O)Nc3nc4c(s3)CC(C)CC4)CC2)c1 (centres undefined)	0	4.5%
CC1=NN(c2nc3ccccc3[nH]2)C(=O)C1Cc1ccccc1 (centres undefined)	8	3.3%
Cc1ccc(C(=O)N2N=C(c3ccccc3)CC2(O)C(F)(F)F)o1 (centres undefined)	0	1.8%
COc1ccc(S(=O)(=O)Nc2ccccc2C(=O)N2CCCC2)cc1OC	-10	-1.8%
COc1cccc(/C=C2\SC(=S)N(CC3CCCO3)C2=O)c1 (centres undefined)	3	-3.1%
CCn1cc(C2Nc3ccccc3C(=O)N2O)c(C)n1 (centres undefined)	18	2.6%
O=c1c2ccccc2nc(SCc2nc(-c3ccccc3)no2)n1-c1ccc(F)cc1	7	1.0%
COCCCn1c(SCC(=O)NCc2ccco2)nc2sc3c(c2c1=O)CCC3	-11	nt

Ordered by formula weight (high to low): part of the list above.
Structure	Mtb RmlCD inh	M. tuberculosis GlmU
COc1ccc(Cn2c(=O)c3cccnc3n(Cc3ccc([N+](=O)[O-])cc3)c2=O)cc1	9	-13%
COc1ccc(/C=N/NC(=O)c2csc(-n3nc(C)cc3C(F)(F)F)n2)cc1	-6	-1.6%
CC(=O)Nc1nc(-c2ccccc2)c(-c2ccccc2)o1	-8	2.3%

(list continues)
Structure	Mtb RmlCD inh	M. tuberculosis GlmU
CCOc1nc(C)ccc1-c1noc(-c2ccccn2)n1	88	-3.7%
CCCCNC(=S)N/N=C/c1ccc(C)s1	-4	nt
COc1ccccc1-c1nc(SCC(=O)N(C)c2ccccc2)c2c(=O)n(C)c(=O)n(C)c2n1	-5	-2.4%
CCOC(=O)c1sc2ncn(C(CC)C(=O)OCC)c(=O)c2c1C (centres undefined)	10	3.9%
Fc1ccc(NC(=S)Nc2ccccc2N2CCOCC2)cc1Cl	-6	-6.8%
CCN(CC)CCN(Cc1cc2ccc(C)c(C)c2[nH]c1=O)C(=S)NCc1ccco1	nt	-0.7%
Cc1nc([N+](=O)[O-])cn1-c1nc2ccccn2c1[N+](=O)[O-]	-5	-6.4%
C/C(=N\Nc1ccc(C(=O)c2c(C)cc3ccccn23)cc1[N+](=O)[O-])c1ccc(O)cc1	nt	-3.3%
O=C(Nc1cccnc1)OC1CCCCC1	-11	7.2%
c1ccc2[nH]c(SCc3cn4cccnc4n3)nc2c1	nt	4.1%
CC1CCN(C(=O)c2ccc(S(=O)(=O)Cc3ccccc3F)c([N+](=O)[O-])c2)CC1	-4	2.5%
CCN(CC)C(=O)CSC1c2ccccc2C(=O)N1c1ccccc1 (centres undefined)	-10	1.7%
COc1ccc2cc(C(=O)Nc3ccc(Cl)cc3)sc(=O)c2c1OC	nt	-0.1%
CC(C)NC(=O)NC(=O)COC(=O)/C=C/c1ccccc1[N+](=O)[O-]	-11	-2.4%
O=C1COc2ccc(C(=O)COC(=O)Cc3ccsc3)cc2N1	7	-0.5%
CN(Cc1ncc[nH]1)C(=O)CC1C(=O)NCCN1Cc1c(F)cccc1Cl (centres undefined)	nt	2.1%
O=C(NC1=NCCS1)c1ccc(Br)s1	nt	-2.4%
COc1nonc1NCn1nc(C)cc1C	nt	-1.4%
OCCC1CN(Cc2ccc(Oc3ncccn3)cc2)CCN1Cc1ccc(F)c(F)c1 (centres undefined)	5	-5.6%
CCOc1ccc(CCNC(=O)Cn2ccc3ccccc3c2=O)cc1OCC	-5	-7.0%
COc1cc(C2NC(=O)NC(C)=C2C(=O)OC(C)C)ccc1OC(=O)c1ccco1 (centres undefined)	nt	-1.2%
O=C(Nc1ncn[nH]1)c1cc(S(=O)(=O)Nc2cccc(C(F)(F)F)c2)ccc1Cl	nt	-1.5%
Cc1cccc(-n2cnc(C(=O)Nc3cccnc3)c2)n1	nt	1.2%
Nc1nc(SCC(=O)Nc2ccccc2)[nH]c(=O)c1NC(=O)c1cccs1	nt	-0.8%
Cc1cc2ccccc2n1CCNC(=O)C(C)(C)C	5	-4.4%
CCOc1ccccc1OCC(=O)NN1Cc2ccccc2C1=N	7	3.7%
CCCCNC(=O)CNC(=S)N(Cc1ccccc1)Cc1cccnc1	-10	-1.2%
COC(=O)c1cnc(Oc2ccc(NC(=O)NC(=O)c3c(F)cccc3Cl)cc2)cc1C(F)(F)F	5	-0.9%
CCCN(CCC)C(=O)CC(c1ccccc1)c1cc(C)ccc1O (centres undefined)	8	4.6%
CCOC(=O)c1ccc2[nH]c(C)c(CCC(C)=O)c(=O)c2c1	41	12%
O=S(=O)(c1ccc2c(c1)OCCO2)N1CCC(n2nnc3cc(F)ccc32)CC1	6	0.6%
COc1ccccc1NCC(=O)Nc1cc(S(=O)(=O)N2CCOCC2)ccc1N1CCOCC1	-14	0.8%
COc1ccc(S(=O)(=O)N(CCc2ccccc2)CC(N)=O)cc1	20	-2.0%

One compound at a time (already shown):
`CN(C)CCNC(=O)COc1ccc(Cl)cc1Cl` reads Mtb RmlCD inh: nt; M. tuberculosis GlmU: 2.1%
`COc1ccc(-c2cc(-c3ccccc3)nc(N3CCCC3)n2)cc1OC` reads Mtb RmlCD inh: 7; M. tuberculosis GlmU: 4.0%
